SV40 large T antigen: SV40 large T antigen inhibitors, biochemical (AID 1903); SV40 large T antigen ATPase/helicase inhibition assay; higher % means a stronger effect; one-dose inhibition, % at 20 µM; IC50 in µM for titrated hits; hit rate 0.39% among 310,000; in the data active means a potency from the dose series; inconclusive means inhibition mostly from about 32% at the one dose, without a potency; inactive means the rest, 99 in 100 with inhibition below about 32%; further: strong numbers were not always called active
West Nile antiviral: West Nile virus antiviral activity, cell-based, CPE readout (AID 1621). West Nile virus-infected cells, CPE inhibition; higher % means a stronger effect. CPE inhibition, % at 10 µM; hits with a dose series show IC50 in µM. hit rate 0.02% among 290,000; in the data active means a potency from the dose series; inconclusive means CPE inhibition mostly from about 3.7% at the one dose, without a potency; inactive means the rest, 99 in 100 with CPE inhibition below about 2.2%; further: strong numbers were not always called active
WT yeast gro inh: growth inhibition of WT yeast, mitochondrial fusion screen | hit rate 2.1% among 190,000 | inhibition, % at 10 µM | AID 1362 | mitochondrial fusion phenotypic screen, WT strain; in the data active means inhibition above about 58%; tested in S. cerevisiae
PhoP inhibition: inhibitors of PhoP regulon expression, primary screen, Salmonella Typhimurium, GFP reporter (AID 1863) | inhibition, % at 50 µM; hits with a dose series show IC50 in µM | S. Typhimurium PhoP-regulated promoter GFP reporter, 4 h; higher % means a stronger effect | hit rate 0.16% among 300,000;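 active means inhibition over 29.93%, a cutoff 3 SD above the screen mean, later confirmed by dose response; inconclusive means inhibition over 29.93% but no dose response follow-up; inactive means inhibition at most 29.93% or unconfirmed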;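 further: 0% = low Mg2+ inducing control and 100% = high Mg2+ repressing control; strong numbers were not always called active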
b-catenin transl: beta-catenin nuclear translocation modulation; nuclear translocation activity, % at 5 µM; AID 1665; HeLa beta-catenin nuclear translocation, immunofluorescence imaging; hit rate 0.3% among 190,000;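 active means nuclear translocation activity above 50% at 5 µM, with a well cell count of 50 or more; inconclusive means wells under 50 cells across six images, flagged as toxic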;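 further: per-cell ratio of nuclear to cytoplasmic median beta-catenin stain intensity; plate controls were DMSO negative control for no effect and GSK-3 inhibitor IX positive control for full effect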
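Test system: HeLa cells, endogenous beta-catenin; Compound: single 5 µM dose plus 0.02–20 µM confirmation series; Times: compound exposure 24 h at 37°C; Signal: fluorescence imaging of beta-catenin antibody stain plus DAPI; Read-out: % activation, nuclear-to-cytoplasmic median beta-catenin signal ratio per cell.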
Myeloid diff 2: myeloid differentiation induction. ER-HoxA9 myeloid progenitors, lysozyme-GFP differentiation, flow cytometry. calls only at 10 µM. hit rate 1% among 360,000. AID 624256;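 active means normalized GFP-positive differentiation at or above the plate's own cutoff, the solvent-only control mean plus 3 SD; inconclusive means no clear call, values can overlap the other calls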;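 further: cells exposed to compound for four days before flow analysis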
RSV CPE inhibition: RSV antiviral activity via CPE protection, HEp-2 cells, primary 10 µM value included (AID 2391); HEp-2 cells, RSV-induced CPE inhibition; higher % means a stronger effect; CPE inhibition, % at 10 µM, or IC50 in µM where a hit was titrated; hit rate 0.13% among 310,000; in the data active means a potency from the dose series; inconclusive means CPE inhibition mostly from about 23% at the one dose, without a potency; inactive means the rest, 99 in 100 with CPE inhibition below about 21%; further: strong numbers were not always called active
T cell modulator: modulates CD8 T cell binding to vesicles | 2C CD8+ T cell-vesicle binding, flow cytometry; hits give low values | calls only at 7 µM | hit rate 0.068% among 330,000 | AID 2052;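 active means response, share of CD8 T cells binding vesicles, and their 90th percentile fluorescence all below set limits, cut at about 80% in these data, passing the limit was not always enough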
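material = purified 2C TCR transgenic mouse naive CD8+ T cells | controls = Unloaded micro-vesicles (low), QL9 vesicles with 0.7% DMSO (high) | detection = cytometric PE anti-B7-1 and Alexa647 anti-CD8 signals after 1% paraformaldehyde fixation | incubation = binding step 1.5 h, 37 °C, antibody labelling 20 min, ice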
MgcRacGAP inhibition: MgcRacGAP GTPase-activating activity inhibitors, confirmation, biochemical, ADP Hunter fluorescence; MgcRacGAP-stimulated Rac1 GTP hydrolysis, ADP Hunter fluorescence; higher % means a stronger effect; GST-tagged Rac1 F28L mutant substrate; one-dose inhibition, % at 30 µM; IC50 in µM for titrated hits; hit rate 0.6% among 340,000;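 active means first-screen hits whose inhibition reached a set limit at any dose in the follow-up dose series; inconclusive means inhibition above the set first-screen limit but never retested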;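 further: fluorescence reports GDP produced by GAP-driven GTP hydrolysis; strong numbers were not always called active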
WT yeast gro inh mutant strain: also measured in WT yeast gro inh; calls as there; inhibition, %; mitochondrial fusion phenotypic screen, mutant strain inhibition
b-catenin transl cell count 5 µM: also measured in b-catenin transl; calls as there; cell count; measured here: cell count, cytotoxicity flag
T cell modulator vesicle-bound %: second read-out of T cell modulator, no call of its own (marks repeat the call); double positive events, %; measured here: CD8+ vesicle-bound cell fraction;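 binding gate set so that unloaded-vesicle control wells show 10% double positive cells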
Myeloid diff 2 GFP+ MAC1+ %: also measured in Myeloid diff 2; calls as there; GFP+ MAC1+ double positive, %; measured here: differentiation confirmed by MAC1 staining
The depositor's hits bear a star; i = inactive; ? = inconclusive; . = no result given.

SMILES	SV40 large T antigen	West Nile antiviral	WT yeast gro inh	WT yeast gro inh mutant strain	PhoP inhibition	b-catenin transl	b-catenin transl cell count 5 µM	Myeloid diff 2	Myeloid diff 2 GFP+ MAC1+ %	RSV CPE inhibition	T cell modulator	T cell modulator vesicle-bound %	MgcRacGAP inhibition
Cc1onc(-c2c(F)cccc2Cl)c1C(=O)c1ccc(F)cc1	2%	-0.7%	.	.	4%	-0.7	1319	i	1.2	0.8%	i	6	.
CNCCC(=O)N1c2ccccc2CCc2ccc(NC(=O)OC)cc21	0%	-0.1%	.	.	-5%	.	.	.	.	-0.1%	i	32	-7%
O=C(CCn1c(=S)[nH]c2cc3c(cc2c1=O)OCO3)N1CCc2ccccc2C1	12%	.	3	-1	12%	.	.	.	.	6.0%	i	39	.
COc1cc(CCCN2C(=S)NC[C@@H]2c2ccccc2)cc(OC)c1OC	3%	-0.9%	11	9	-7%	-3.4	1196	i	2.0	2.8%	i	24	2%
CCOc1ccc2[nH]c(=O)c(CN(CCO)C(=O)c3ccc(Br)cc3)cc2c1	8%	0.8%	-8	-5	9%	-0.3	1099	i	0.7	-0.4%	i	9	5%
Cc1cc(C)n(-c2nnc(C)n2/N=C/c2ccccc2F)n1	23%	0.6%	1	10	3%	-3.0	1156	i	0.8	1.2%	i	56	-5%
C/C(=N\Nc1ccc(Cl)c(C(=O)O)c1)c1cc2ccccc2o1	17%	0.4%	-21	-3	-6%	-0.1	1021	i	0.3	-1.5%	i	33	24%
C=C1CCN([C@@H](CC(C)C)C(=O)Nc2nc3ccc(Cl)cc3s2)S(=O)(=O)c2ccccc21	18%	-0.6%	.	.	-9%	.	.	i	1.0	10%	i	20	9%
N#Cc1sc2nc3c(c(-c4cccnc4)c2c1N)CCC3	5%	0.4%	-11	-7	3%	-0.6	1063	i	0.3	-0.7%	i	37	3%
COc1ccc(CCN2C(=O)CSC2c2ccc(OC)c(OC)c2)cc1OC (centres undefined)	23%	-0.8%	-1	7	-8%	1.4	1539	i	0.4	8.0%	i	57	-1%
CC1CN(Cc2nc3c(c(=O)n(C)c(=O)n3C)n2Cc2ccccc2)CC(C)O1 (centres undefined)	0%	-0.1%	8	-15	2%	.	.	i	2.5	0.8%	i	24	11%
O=[N+]([O-])c1ccc(Sc2ccccc2)nc1	8%	-0.1%	-11	-1	8%	-0.5	1005	i	0.7	0.9%	i	7	8%
NC(=O)C1CCN(C(=O)COc2ccc(Nc3ccccc3)cc2)CC1	?	0.7%	.	.	4%	-0.7	1405	i	0.3	2.1%	i	16	?
O=S(=O)(c1ccc(Br)cc1)N1CCn2c(nc3ccccc32)C1	3%	-0.3%	-10	-6	12%	.	.	i	2.4	1.4%	i	39	0%
COc1cccc(-c2cn(-c3cccc(C(F)(F)F)c3)c(=S)[nH]2)c1	1%	-0.3%	.	.	-4%	.	.	i	0.9	0.5%	i	25	.
CC(C)CNC(=O)/C(C#N)=C1\N=C(NC(=O)c2ccco2)c2ccccc21	12%	0.1%	.	.	-3%	.	.	i	0.0	8.6%	i	21	15%
CCOC(=O)c1c(NC(=O)CC2Nc3cc(C)c(C)cc3NC2=O)sc(C)c1C (centres undefined)	0%	-0.5%	4	3	0%	-0.9	1041	.	.	3.1%	i	33	-2%
CSc1nc(-c2ccccc2F)c(C#N)c(=O)n1C	3%	-0.3%	-5	-7	-3%	-1.6	1090	i	0.4	0.9%	i	39	4%
Cc1nc(C)c(C(=O)O)c(-c2cccs2)c1C(=O)O	16%	0.3%	.	.	-5%	0.8	1345	i	0.5	3.7%	i	34	.
C=CCn1c(SCC(=O)Nc2ccccc2)nc2scc(-c3cccs3)c2c1=O	13%	0.1%	-3	4	9%	-4.7	1144	i	1.1	2.7%	i	32	6%
CSCCC(NC(=O)COc1ccccc1)C(=O)N1CCN(c2ccccc2)CC1 (centres undefined)	.	.	.	.	.	.	.	i	0.7	-0.4%	i	36	5%
COc1ccccc1CN1CC(C(=O)N(C)Cc2[nH]c3ccccc3c2C)CCC1=O (centres undefined)	-2%	-0.4%	.	.	-4%	.	.	i	0.9	3.6%	i	38	6%
NC(=NCc1ccco1)NC(=O)c1ccc(Cl)cc1	1%	-0.5%	.	.	-2%	.	.	i	0.2	6.2%	i	35	4%
C=C1CC(C(=O)N/N=C/c2ccccc2)C1	5%	-0.4%	-8	-10	-36%	-1.5	572	i	1.0	0.9%	i	38	12%
COc1cc(N)c(Br)cc1C(=O)O	-7%	1.3%	-4	-7	-3%	-0.2	1133	i	0.6	-1.0%	i	40	1%
O=C(COC(=O)Cc1ccc(Br)cc1)NC1CC1	.	.	.	.	.	.	.	i	0.3	0.5%	i	37	5%
CC(C(=O)Nc1ccc2nccnc2c1)N1C(=O)C2C3C=CC(C3)C2C1=O (centres undefined)	5%	1.2%	1	-3	-1%	-3.4	1094	i	1.7	3.6%	i	19	-2%
CCCCCCn1c(C(C)O)nc2ccccc21 (centres undefined)	0%	-1.8%	-21	-4	3%	-7.6	1266	i	1.1	0.3%	i	45	10%
CCOc1ccccc1Nc1ncnc2ccccc12	.	-0.2%	14	6	-5%	.	.	i	0.7	1.2%	i	12	4%
C=CCN1CN(S(=O)(=O)c2ccc(OC)cc2)c2nc3ccccc3nc21	14%	0.9%	.	.	-2%	.	.	i	0.3	2.5%	i	20	7%
CCn1c(SCC(=O)Nc2ccc(C)cc2)nc2sc3c(c2c1=O)CCN(C)C3	23%	-0.6%	.	.	-2%	.	.	i	7.0	-0.7%	i	40	10%
CCN(C(=O)Cc1cccs1)c1nnc(-c2cc(OC)c(OC)c(OC)c2)s1	4%	0.1%	.	.	5%	-1.0	1069	i	0.1	3.0%	i	52	6%
Cc1nc(SCCO)c([N+](=O)[O-])[nH]1	15%	0.6%	.	.	-8%	2.0	1253	i	0.3	.	i	40	6%
OC(CCCN1CCC(O)(c2ccc(Cl)cc2)CC1)c1ccc(F)cc1 (centres undefined)	16%	0.1%	5	7	0%	.	.	i	2.5	-2.7%	i	63	8%
NC(=O)c1c(N)sc2c1CCCC2	?	0.3%	2	0	8%	-4.6	629	i	1.0	-0.1%	i	0	15%
CCCn1cc(C(CC(=O)O)C(=O)O)c2ccccc21 (centres undefined)	9%	-0.1%	-5	-20	0%	-0.6	974	i	1.0	-0.5%	i	20	-2%
CN(C(=O)CSc1ncnc2ccccc12)C1CCS(=O)(=O)C1 (centres undefined)	.	.	.	.	.	.	.	i	1.0	0.1%	i	43	11%
O=C(c1ccc(-c2nc3ccccc3s2)s1)N1CCOCC1	2%	-0.5%	45	25	-21%	-0.8	1022	.	.	-0.4%	i	53	.
COc1cccc(CSc2nnc(-c3ccco3)n2C)c1	26%	-0.4%	10	4	-2%	-3.9	836	i	0.8	4.3%	i	33	7%
Cc1ccc(-n2nnnc2CS(=O)(=O)c2ccccc2)c(C)c1	18%	-0.5%	.	.	4%	.	.	i	2.8	2.3%	i	60	4%
O=C(O)Cn1c(Cc2ccccc2)nc2ccccc21	6%	-0.9%	.	.	5%	.	.	i	1.0	-2.5%	i	33	5%
CCOc1ccc(-n2c(=O)cc(N3CCN(c4ccccc4)CC3)[nH]c2=O)cc1	3%	0.7%	4	3	-4%	.	.	i	0.5	3.7%	i	54	10%
Cc1cc(C)n2nc(SCC(=O)N3CCN(c4ccc(F)cc4)CC3)nc2n1	.	.	.	.	.	.	.	i	0.5	2.7%	i	58	9%
Cc1nc2nc[nH]n2c(=O)c1CCOC(=O)c1ccccc1F	2%	-0.2%	5	12	-5%	0.7	1047	i	0.1	1.0%	i	47	2%
COc1ccc(CCn2c(SCC(=O)Nc3cc(C)on3)nc3ccccc3c2=O)cc1OC	14%	.	3	-3	1%	1.0	970	i	1.5	0.5%	i	44	0%
CCn1c(=O)n(CC)c2cc(S(=O)(=O)N3CCC(c4ccccc4)CC3)ccc21	-2%	-0.6%	4	9	2%	-1.1	1049	i	9.0	3.0%	i	35	2%
CC(=O)Nc1cccc(N2C(=O)CC(N3CCC(C(=O)N4CCCCC4)CC3)C2=O)c1 (centres undefined)	-6%	0.1%	-2	-9	-8%	-1.4	1006	i	2.3	0.6%	i	32	5%
CCOn1c(-n2nc(C)cc2C)nc2ccccc2c1=O	-9%	0.1%	16	17	-6%	-4.7	1207	i	1.8	0.4%	i	51	6%
CCOc1ccccc1NC(=O)[C@@H](NC(=O)c1cccc(S(=O)(=O)N2CCOCC2)c1)C(C)C	6%	-1.6%	-18	-2	4%	11	907	i	0.3	-0.5%	i	31	3%
COc1cc(C(C(=O)NC(C)(C)C)N(C(=O)CNC(=O)c2cccs2)c2ccc(C(C)C)cc2)cc(OC)c1OC (centres undefined)	4%	-0.4%	-22	3	-1%	-0.7	1297	i	0.4	.	.	.	7%
Cc1ccc(NC(=O)CC2C(=O)OCC3CCCCN32)cc1Cl (centres undefined)	9%	-0.1%	-20	-5	5%	2.7	965	i	0.1	0.7%	i	24	0%
COc1ccc(C2=CSC3=NNC4(CCCCC4)NN23)cc1	9%	-0.5%	17	5	-2%	0.1	1043	i	1.3	8.7%	i	27	-3%
CC(=O)N1CCC(C(=O)c2ccc(Cl)cc2)CC1	3%	0.4%	-16	-6	-10%	.	.	i	0.7	0.6%	i	52	7%

Compound profiles (already shown):
Results for COc1ccc(C2=CSC3=NNC4(CCCCC4)NN23)cc1 = SV40 large T antigen: 9%; West Nile antiviral: -0.5%; WT yeast gro inh: 17; WT yeast gro inh mutant strain: 5; PhoP inhibition: -2%; b-catenin transl: 0.1; b-catenin transl cell count 5 µM: 1043; Myeloid diff 2: i; Myeloid diff 2 GFP+ MAC1+ %: 1.3; RSV CPE inhibition: 8.7%; T cell modulator: i; T cell modulator vesicle-bound %: 27; MgcRacGAP inhibition: -3%
Results for CC(=O)N1CCC(C(=O)c2ccc(Cl)cc2)CC1 = SV40 large T antigen: 3%; West Nile antiviral: 0.4%; WT yeast gro inh: -16; WT yeast gro inh mutant strain: -6; PhoP inhibition: -10%; b-catenin transl: .; b-catenin transl cell count 5 µM: .; Myeloid diff 2: i; Myeloid diff 2 GFP+ MAC1+ %: 0.7; RSV CPE inhibition: 0.6%; T cell modulator: i; T cell modulator vesicle-bound %: 52; MgcRacGAP inhibition: 7%

Screens (PubChem)
